hIAP act – human IAP activators, primary screen, biochemical, luminescence, uHTS | AID 2524, 2010 | purified human IAP, CDP-Star luminescence, 30 min; hits give high values; 1 = vehicle-only enzyme, 0 = enzyme-free background | Intestinal-type alkaline phosphatase (Homo sapiens), P09923 | activation factor at 10 µM | 330,000 compounds, 0.16% hits;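 active means activation factor of the enzyme at least 2-fold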; further: the source names both 10 and 20 µM as test concentration; values of inactives mirror those of a sister screen read the other way
MPTP inh – mitochondrial permeability transition pore inhibitors, primary screen, biochemical, isolated mouse mitochondria, absorbance | inhibition, % at 10 µM | AID 602449, 2012 | Ca2+ swelling absorbance, 30 min | 360,000 compounds, 1.4% hits;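 active means inhibition of 50% or more, scaled per plate between neutral and stimulator controls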;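 further: 0% = DMSO wells given calcium and 100% = 1 mM EGTA wells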
APOBEC3A inh – APOBEC3A ssDNA deaminase inhibitors, primary screen, selectivity assay for APOBEC3G inhibitor project, biochemical, FAM/TAMRA oligo cleavage fluorescence. DNA dC->dU-editing enzyme APOBEC-3A (Homo sapiens), P31941. recombinant A3A, FAM/TAMRA ssDNA deamination fluorescence. inhibition, % at 20 µM. 330,000 compounds, 0.41% hits;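 active means at least 40% inhibition at 20 µM here, with at most 30% in a related deaminase screen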;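 further: plate controls were A3A with DMSO for no effect and wells lacking A3A enzyme for full effect; some results filed as inactive read as strong as hits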
Target sequence (P31941 whole entry, looked up): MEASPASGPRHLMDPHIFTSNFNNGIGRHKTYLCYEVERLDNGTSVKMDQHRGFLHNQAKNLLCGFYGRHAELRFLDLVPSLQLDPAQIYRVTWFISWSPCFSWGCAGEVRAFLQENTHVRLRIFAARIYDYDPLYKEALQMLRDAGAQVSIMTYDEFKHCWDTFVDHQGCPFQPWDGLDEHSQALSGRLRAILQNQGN
mIAP inh – inhibitors of mouse IAP, primary screen, biochemical, luminescence, uHTS | intestinal alkaline phosphatase [Mus musculus] | purified mouse IAP, CDP-Star luminescence, 30 min | inhibition, % at 10 µM | 330,000 compounds, 0.2% hits;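 active means inhibition of at least 40% at 10 µM in the primary screen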;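 further: plate controls were DMSO with enzyme for no effect and no enzyme wells for full effect; values of inactives mirror those of a sister screen read the other way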
NR3A LBD binder – binders of NR3A ligand-binding domain, primary screen, biophysical, differential scanning fluorimetry, uHTS. NR3A LBD differential scanning fluorimetry, Tm shift; 0% = protein alone, 100% = glycine-bound protein. Tm shift relative to glycine control, % at 25 µM. 340,000 compounds, 2.5% hits. AID 1259313, 2017;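 active means melting temperature shift of at least 10% of the positive control shift, at one fixed dose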
hIAP inh – human IAP inhibitors, primary screen, biochemical, luminescence, uHTS | purified IAP, CDP-Star luminescence, 30 min | inhibition, % at 10 µM | 330,000 compounds, 0.12% hits | AID 2544, 2010;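 active means inhibition reaching a set limit with compound at 10 µM in the primary screen, cut at about 35% in these data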;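 further: plate controls were DMSO wells with enzyme for no effect and no-enzyme buffer wells for full effect; values of inactives mirror those of a sister screen read the other way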
beta cell repl – inducers of MIN6 beta-cell proliferation, primary screen, ATP luminescence, uHTS; MIN6 cells proliferation, ATPlite luminescence, 48 h; cells starved in 0.2% serum; 100% = growth in 10% serum; proliferation, % at 10 µM; 330,000 compounds, 0.29% hits; AID 2380, 2010;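 active means compounds whose signal lies at least 3.5 SD above the mean of all wells on their plate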;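 further: 0% = DMSO-treated cells in low-serum medium and 100% = 10% serum control; some compounds called inactive have numbers as strong as hits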
mIAP act – activators of mouse IAP, primary screen, biochemical, luminescence, uHTS; muIAP, CDP-Star luminescence, 30 min; hits give high values; 1 = vehicle-only enzyme signal, 0 = enzyme-free wells; 330,000 compounds, 0.24% hits; activation factor at 10 µM; intestinal alkaline phosphatase [Mus musculus]; AID 2805, 2010;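 active means activation factor of at least 2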; further: the source names both 10 and 20 µM as test concentration; values of inactives mirror those of a sister screen read the other way
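Assay system: mouse IAP enzyme; reagent: chemiluminescent substrate CDP-Star; dosing: test compounds delivered from DMSO solution; schedule: 30 min at room temperature; measured by: luminescence from enzymatic CDP-Star hydrolysis; controls: DMSO-only wells and no-enzyme negative control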
A3G deaminase – APOBEC3G DNA deaminase inhibitors, primary screen, biochemical, fluorescence, single-stranded DNA substrate, uHTS; DNA dC->dU-editing enzyme APOBEC-3G (Homo sapiens), Q9HC16; recombinant A3G, ssDNA deamination FAM/TAMRA fluorescence; inhibition, % at 20 µM; 330,000 compounds, 0.28% hits; AID 493012, 2011;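 active means inhibition of at least 40% at 20 µM, with no more than 30% in the related APOBEC3A deaminase screen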;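 further: plate controls were DMSO wells with A3G for no effect and wells lacking A3G enzyme for full effect; some compounds called inactive have numbers as strong as hits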
Target sequence (Q9HC16 whole entry, looked up): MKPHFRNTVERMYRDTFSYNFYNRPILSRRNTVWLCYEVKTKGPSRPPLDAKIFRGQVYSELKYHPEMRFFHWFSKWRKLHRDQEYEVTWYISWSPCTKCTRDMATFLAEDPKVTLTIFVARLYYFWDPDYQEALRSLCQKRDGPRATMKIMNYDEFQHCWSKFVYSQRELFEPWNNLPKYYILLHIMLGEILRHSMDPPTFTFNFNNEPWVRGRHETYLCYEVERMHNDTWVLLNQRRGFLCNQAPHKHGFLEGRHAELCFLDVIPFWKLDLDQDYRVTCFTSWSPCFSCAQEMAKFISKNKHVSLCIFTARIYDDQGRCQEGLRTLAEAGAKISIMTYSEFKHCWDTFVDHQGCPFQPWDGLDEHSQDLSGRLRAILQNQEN
* marks the source's active call; other numbers are inactive results.

SMILES	hIAP act	MPTP inh	APOBEC3A inh	mIAP inh	NR3A LBD binder	hIAP inh	beta cell repl	mIAP act	A3G deaminase
CCOC(=O)c1cnc2c(OC)cccc2c1N1CCN(c2ccccn2)CC1	1.1	14	-10	-4	1	-14	-2	1	-7
O=C(Cc1ccccc1)NCCc1c[nH]c2ccccc12	1	-0.2	-6	5	0	0	-4	0.95	-4
C/C(=N\N=C1\NC(=O)C(CC(=O)Nc2ccccc2F)S1)C1CCCCC1 (centres undefined)	1.1	-1.6	-4	1	-2	-10	-1	0.99	-4
O=C(O)c1ccn(CSc2cc(Cl)ccc2Cl)n1	1.1	0.3	-2	-8	2	-8	-1	1.1	-5
Cn1nnc(NC(=S)NC(=O)c2cc3ccccc3o2)n1	1	1.6	-6	17	0	-3	-3	0.83	1
Cc1cc(/C=N/n2cnnc2)c(O)c([N+](=O)[O-])c1	0.88	0.6	0	15	1	12	0	0.85	-5
O=C(CN(Cc1ccccc1Cl)C(=O)CNS(=O)(=O)c1ccc(F)cc1)NCC1CCCO1 (centres undefined)	0.97	0.7	-2	-4	1	2	-5	1	-6
C=CCOc1cccc(C2c3c(oc4ccccc4c3=O)C(=O)N2c2ccccn2)c1 (centres undefined)	0.9	2.4	-5	9	0	10	-4	0.91	-4
Cn1nnnc1SCC(=O)NCC(=O)c1ccccc1	1	-1.1	-1	8	-1	-1	-2	0.92	-7
COc1ccc(Cl)cc1-n1c(C)cc(C=O)c1C	1.1	0.8	-5	-7	-16	-7	-2	1.1	-6
CCC(=O)N1CCN(c2ccccc2NC(=S)NC(=O)c2ccco2)CC1	0.92	0.8	-4	7	0	8	-1	0.93	-6
CN(CC(=O)OCC(N)=O)S(=O)(=O)c1ccc(Cl)cc1	0.88	-0.8	7	6	0	12	0	0.94	-3
O=C(/C=C/c1ccccc1Cl)N1CCCN(C(=O)/C=C/c2ccccc2Cl)CC1	0.86	0.6	1	7	-21	14	-3	0.93	-2
CCOC(=O)c1cn(CC)c2cc(F)c(F)cc2c1=O	1.2	8.4	-1	-10	1	-19	-1	1.1	-5
C=CCN1C(=O)C(CC(=O)NCC)SC1=Nc1ccccc1OC (centres undefined)	1.2	-0.8	-4	-4	2	-16	0	1	-9
COC(=O)c1nn(-c2ccc(F)cc2)ccc1=O	1.1	7.6	-1	4	1	-6	0	0.95	-4
Cc1cc(NC(=O)c2ccc3nccnc3c2)ccc1Br	1.2	-1.9	6	6	-4	-16	-3	0.94	0
CCCC(O)(c1ccc(OC)cc1)C(CN(C)C)c1ccccc1 (centres undefined)	0.92	1.1	3	-14	2	8	0	1.1	-2
O=C(COC(=O)Cc1ccc(Cl)cc1)NCCc1ccccc1	0.97	-0.3	-1	10	0	3	0	0.9	-1
Nc1c(Cl)cc(-c2cn(CCC(=O)O)c(-c3ccncc3)n2)cc1Cl	0.9	-1.0	4	-2	2	10	2	1	-9
O=C(Nc1ccccc1F)C(=Cc1sc(N2CCOCC2)nc1-c1ccccc1)C(=O)Nc1ccccc1F	1	2.8	-4	13	1	-2	-5	0.87	-6
O=C(Nc1ccc(C(=O)O)cc1)/C(=C\c1ccc2c(c1)OCO2)NC(=O)c1ccco1	1	-3.5	-2	-6	4	-3	0	1.1	-17
COC(=O)c1cc2nc(-c3ccc(OC)c(OC)c3)cc(C(F)(F)F)n2n1	1.3	-0.6	-1	6	1	-30	-1	0.94	-4
CCN1C(=O)N(CC)C2C1N(CO)C(=O)N2CO (centres undefined)	0.83	-1.2	-4	7	-2	17	-2	0.93	-4
Cc1ccc(SC(CC(=O)c2ccc(C(C)(C)C)cc2)C(=O)O)cc1 (centres undefined)	0.93	0.2	-1	11	1	7	-6	0.89	3
New compounds follow.
SMILES	hIAP act	MPTP inh	APOBEC3A inh	mIAP inh	NR3A LBD binder	hIAP inh	beta cell repl	mIAP act	A3G deaminase
COc1ccccc1N1CCN(S(=O)(=O)c2ccc(NC(C)=O)cc2)CC1	0.91	-0.4	-5	1	1	9	-1	0.99	-9
COc1ccc(N2CCN(C(=O)c3ccc4c(=O)n(CC5CCCO5)c(=O)[nH]c4c3)CC2)cc1 (centres undefined)	0.94	-0.1	1	-9	2	6	-1	1.1	-3
N#Cc1nc(COc2ccccc2F)oc1NCc1ccc(F)cc1	1.2	0.8	-3	-9	-13	-18	-5	1.1	-14
CCOC(=O)Cn1nc(C)n(-c2c(C)cccc2C)c1=O	1.1	-1.9	-6	-4	1	-12	-5	1	-7
COc1ccc2[nH]c(=O)c(CN(CCO)S(=O)(=O)c3c(C)ccc4nsnc34)cc2c1	0.97	0.6	-1	3	0	2	2	0.97	1
O=C(COc1ccccc1)N1CCN(S(=O)(=O)c2ccc(Cl)cc2)CC1	1.2	-1.4	-1	-4	0	-21	0	1	0
CS(=O)(=O)Nc1ccc(C2=NN(C(=O)CCCC(=O)O)C(c3cccs3)C2)cc1 (centres undefined)	1.2	1.0	-4	7	1	-17	1	0.93	-5
CCc1nc(NCCN2CCOCC2)c(C#N)c2c1CCCC2	0.99	-0.3	1	-10	1	1	-1	1.1	-2
Fc1ccc(Nc2nc(N/N=C/c3ccco3)nc(N3CCCCC3)n2)cc1	1.1	0.0	-1	5	-8	-7	-5	0.95	-10
Brc1ccc2c(c1)OCCOCCOCCOCCOCCO2	0.9	0.3	0	8	-2	10	-4	0.92	-4
CCOC(=O)C1CCN(c2c(-c3ccccc3)c3cc(Cl)ccc3[nH]c2=O)CC1	0.88	1.6	-1	12	-6	12	-3	0.88	-5
COCCNc1c2c(nc3c(-c4ccccc4)c(C)nn13)CCCC2	0.83	4.4	4	-2	1	17	-5	1	0
CN(CCC(=O)Nc1ccc(Cl)cc1)Cc1ccccc1	1.1	0.5	-2	-1	-3	-10	-4	1	-1
Cc1ccc(C(=O)NCC(=O)NCc2cc(=O)n(C)c(=O)n2C)cc1C	0.93	-2.4	4	12	0	7	-3	0.89	6
O=S(=O)(NCc1ccccc1)c1ccc(-n2cccn2)cc1	1	-1.1	-1	-4	3	-4	1	1	2
COc1ccc(C2=NOC(C)(c3nnc(-c4ccncc4)o3)C2)cc1 (centres undefined)	1.1	0.1	-1	-64	-2	-5	-3	1.6	-4
CC(=O)N(Cc1c(C)nn(-c2ccccc2)c1Cl)c1ccc(Cl)cc1	1	0.1	3	-14	-1	-4	-4	1.1	2
CC(OC(=O)c1cc(=O)c2ccccc2o1)C(=O)Nc1ccc(N(C)C)cc1 (centres undefined)	0.98	-0.5	-2	3	-2	2	-2	0.97	-4
CC(C)N=C(Nc1ccc(Cl)cc1)c1cccnc1	1.1	1.8	-4	-9	1	-10	-4	1.1	-7
COC(=O)/C=C1\S/C(=N/N=C/c2ccco2)NC1=O	1.1	0.1	0	2	0	-8	-2	0.98	-2
CCOc1ccc(S(=O)(=O)n2cnc(C)c2)cc1	0.95	-0.9	0	-7	3	5	-2	1.1	6
O=C(Cn1[nH]c(=O)c2ccccc2c1=O)NCc1cccnc1	0.99	0.0	-4	-9	0	1	-1	1.1	-5
CC1=C(C(=O)OC2CCCCCCC2)C(c2cccc(O)c2)NC(=O)N1 (centres undefined)	0.99	2.2	0	-3	-69	1	-1	1	3
CC1=CN2C(=NC(=O)CC2(C)C(=O)N(CC(=O)NC2CCCC2)c2cc(C)cc(C)c2)C=C1 (centres undefined)	0.97	-0.6	-1	-5	-1	3	-2	1	-11
COc1cccc2c1oc1c(SCc3nc4ccccc4[nH]3)nc(C)nc12	1.1	-0.3	-2	7	-13	-9	-4	0.93	-5

Quoted at random: three records from the list.
SMILES	hIAP act	MPTP inh	APOBEC3A inh	mIAP inh	NR3A LBD binder	hIAP inh	beta cell repl	mIAP act	A3G deaminase
CCc1nc(NCCN2CCOCC2)c(C#N)c2c1CCCC2	0.99	-0.3	1	-10	1	1	-1	1.1	-2
O=C(COc1ccccc1)N1CCN(S(=O)(=O)c2ccc(Cl)cc2)CC1	1.2	-1.4	-1	-4	0	-21	0	1	0
O=C(Cn1[nH]c(=O)c2ccccc2c1=O)NCc1cccnc1	0.99	0.0	-4	-9	0	1	-1	1.1	-5

In the list so far, two contain bromine.
SMILES	hIAP act	MPTP inh	APOBEC3A inh	mIAP inh	NR3A LBD binder	hIAP inh	beta cell repl	mIAP act	A3G deaminase
Cc1cc(NC(=O)c2ccc3nccnc3c2)ccc1Br	1.2	-1.9	6	6	-4	-16	-3	0.94	0
Brc1ccc2c(c1)OCCOCCOCCOCCOCCO2	0.9	0.3	0	8	-2	10	-4	0.92	-4

Later entries
SMILES	hIAP act	MPTP inh	APOBEC3A inh	mIAP inh	NR3A LBD binder	hIAP inh	beta cell repl	mIAP act	A3G deaminase
Cc1cccc(NC(=O)c2cccnc2Oc2ccccc2)c1C(=O)O	1.2	-0.7	-4	-2	0	-17	-2	1	-4
COc1ccc(-n2ccnc(SCC(=O)NCc3ccc(C)cc3)c2=O)cc1Cl	1	-0.9	-2	23	-1	-3	-3	0.77	-5
COC(=O)[C@H](CCSC)NC(=O)N1CCC(C)CC1	0.87	-2.6	2	5	-1	13	0	0.95	1
O=C1C=C(O)C(n2cncn2)C(c2ccc3c(c2)OCO3)C1 (centres undefined)	1	0.2	2	4	0	0	4	0.96	-3
CN1C2CCC1CC(NC(=O)c1cc(Cl)cc3[nH]cnc13)C2 (centres undefined)	0.92	-0.3	-2	0	1	8	-1	1	-6
COCCn1c(-c2ccc(OC)cc2)cnc1SCC(=O)Nc1ccc(OC)cc1OC	1.2	-0.8	6	-7	0	-21	0	1.1	0
CCN(CC)S(=O)(=O)c1ccc(N=N/C(C(C)=O)=C(/C)O)cc1	1.1	-1.0	-4	-4	-2	-6	-3	1	1
CC/C(C)=N\N=C\c1c(O)n(CC)c2cc(C3=NNC(=O)CC3)ccc12	0.94	-0.1	-8	-4	-1	6	-1	1	-7
Cc1c(C(=O)N2CCCCC2)c(S(=O)(=O)N2CCN(c3ccccc3F)CC2)c(C)n1C	1	0.1	-3	1	2	-4	2	0.99	-6

Of the compounds above, these have two or more sulfur atoms:
SMILES	hIAP act	MPTP inh	APOBEC3A inh	mIAP inh	NR3A LBD binder	hIAP inh	beta cell repl	mIAP act	A3G deaminase
COc1ccc2[nH]c(=O)c(CN(CCO)S(=O)(=O)c3c(C)ccc4nsnc34)cc2c1	0.97	0.6	-1	3	0	2	2	0.97	1
CS(=O)(=O)Nc1ccc(C2=NN(C(=O)CCCC(=O)O)C(c3cccs3)C2)cc1 (centres undefined)	1.2	1.0	-4	7	1	-17	1	0.93	-5

High-throughput results: PubChem BioAssay, Sanford-Burnham Center for Chemical Genomics
